Assay outcomes from PubChem BioAssay.
UDG counter – blocks uracil-DNA glycosylase in AID counter-screen; hit rate 0.14% among 91,000; FRET deamination/UDG coupled assay, UDG read, 4 h; Potency, µM (highest dose often 115 µM), for inactives: top-dose activity change, negative = inhibition, actives largely listed as inhibitors; note: nearly all actives have a fitted effect of over 65% in size
AID inhibitor – blocks human AID cytidine deaminase activity; Potency, µM (highest dose often 115 µM), for the others: top-dose activity change, negative = inhibition, actives largely listed as inhibitors; hit rate 0.32% among 91,000; AID 1347428; Q9GZX7; AID deamination FRET fluorescence, UDG-coupled, 4 h; note: nearly all actives have a fitted effect of over 25% in size
Target sequence (Q9GZX7 whole entry, looked up): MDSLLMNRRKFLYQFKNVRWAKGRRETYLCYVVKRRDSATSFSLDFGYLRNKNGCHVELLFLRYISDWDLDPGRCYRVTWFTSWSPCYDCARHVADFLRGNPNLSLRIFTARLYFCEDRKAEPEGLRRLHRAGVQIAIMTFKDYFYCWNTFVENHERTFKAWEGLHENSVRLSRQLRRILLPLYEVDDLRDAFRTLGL
* = called active by the depositor; ? = inconclusive; [ ] = dose if it differs, or a comment. Calls come from the whole dose curve; as a rule, active = well fitted curve in the direction sought with a large enough effect; inconclusive = small, poorly fitted or top-dose-only effect, or another doubt; inactive = no such curve, though single readings can be large; an effect the other way counts as inactive or inconclusive. % is set by controls: 0 for no effect and ±100 for the full control effect; potency is the fitted concentration of half-maximal effect. Only part of the results is shown; rates above refer to the full screens.

A first look:
Results follow in this order: AID inhibitor, UDG counter
CSc1nnc(-c2ccccc2NC(=O)c2ccc(C)c(S(=O)(=O)N3CCCCCC3)c2)o1
  -13%, -13%
COc1ccc(OC)c(CN2CCN(S(=O)(=O)c3ccccc3)CC2)c1
  -11%, -18%

The listing, from the first entry:
Results follow in this order: AID inhibitor, UDG counter
CSc1nnc(-c2ccccc2NC(=O)c2ccc(C)c(S(=O)(=O)N3CCCCCC3)c2)o1
  -13%, -13%
COc1ccc(OC)c(CN2CCN(S(=O)(=O)c3ccccc3)CC2)c1
  -11%, -18%
CCOC(=O)CC(=O)Nc1c(NC2CCCCC2)c2ccccc2oc1=O
  -1%, -1%
CC(c1cc2ccccc2o1)N(C)Cc1nnc(-c2ccccc2)o1 (stereo not drawn)
  -8%, -4%
C=CCNC(=O)NC(=O)CN1CCSCC1
  1%, 10%
COc1ccc(CCNC(=O)C(=O)NCC(c2cccs2)S(=O)(=O)c2ccccc2)cc1 (stereo not drawn)
  7%, ?
CC(=O)Oc1ccc2c(=O)c(-c3ccc4c(c3)OCCCO4)c(C)oc2c1
  -12%, -7%
Cc1ccc(NC(c2nnc(-c3ccccc3)o2)c2ccccc2F)c(Cl)c1 (stereo not drawn)
  ?, ?
CCOc1ccc(-c2csc3ncnc(Nc4cccc(O)c4)c23)cc1
  5%, 3%
CCCCCn1c(=O)[nH]c2cc(C(=O)Nc3ccc(OC)c(OC)c3)ccc2c1=O
  5%, -5%
NC(=O)CN(CC1CCOC1)C1CC1 (stereo not drawn)
  0%, 3%
Cc1cc2c(cc3c(SCC(=O)Nc4cccc(Cl)c4C)nnc(C)n32)o1
  -28%, ?
O=C(Cn1cc(S(=O)(=O)Cc2cccc(Cl)c2)c2ccccc21)Nc1ccccc1Cl
  11%, 44%[activator]
CNc1c(NC(=O)NCc2cccc(OC)c2)c(=O)oc2ccccc12
  -1%, 44%[activator]
COc1ccc(S(=O)(=O)N2Cc3ccccc3CC2C(=O)Nc2ccc(C)cc2C)cc1OC (stereo not drawn)
  ?, -11%[57.5 µM]
Cc1ccc(S(=O)(=O)N2CCCc3cc(NS(=O)(=O)c4cc(C)ccc4C)ccc32)cc1
  -9%, -5%
COCCCNCc1cccc2ccccc12
  -10%, -7%
OCCN(CCO)CC(O)COc1cccc2ccccc12 (stereo not drawn)
  -6%, -8%
Cc1ccc(NC(=O)CSc2nc3c(c(=O)[nH]2)CCC3)cc1Cl
  8%, 1%
O=C(/C=C/c1ccc([N+](=O)[O-])cc1)c1ccccc1
  -5%, -1%

Part of the list above in order of SMILES length, high to low:
Results follow in this order: AID inhibitor, UDG counter
Cc1ccc(NC(=O)CSc2nc3c(c(=O)[nH]2)CCC3)cc1Cl
  8%, 1%
CCOc1ccc(-c2csc3ncnc(Nc4cccc(O)c4)c23)cc1
  5%, 3%
COCCCNCc1cccc2ccccc12
  -10%, -7%

(list continues)
Results follow in this order: AID inhibitor, UDG counter
Cc1cccc(OCC(=O)Nc2c(C)ccc3nsnc23)c1C
  10%, -2%
O=C(Nc1cccc(F)c1)c1ccc2c(c1)CCC2
  3%, 6%
COc1ccc(NC(=O)C(Cc2ccccc2)n2cccc2)c(OC)c1 (stereo not drawn)
  -27%, -15%
CCOc1ccc2nc(N3CCN(C(=O)c4ccc5c(c4)CCCC5)CC3)sc2c1
  -7%, -3%
CCCNc1c(NC(=O)Nc2ccccc2OCC)c(=O)oc2ccccc12
  -5%, 11%
COc1ccc(-c2cn3nc(N4CCCC(C(=O)Nc5cc(Cl)ccc5OC)C4)sc3n2)cc1 (stereo not drawn)
  -3%, -11%
CC(OC(=O)c1cc(=O)c2ccccc2o1)C(=O)Nc1ccc(C(F)(F)F)cc1 (stereo not drawn)
  -8%, -5%
Fc1ccccc1CNC(=S)NCCc1ccccc1
  -14%, -11%
COc1cc(C2C(C(=O)OCC(C)C)=C(C)N=C3SCCC(=O)N32)ccc1OCc1ccccc1 (stereo not drawn)
  13%, 3%
O=C(CSc1ccc2ccccc2n1)Nc1ccc2c(c1)OCCCO2
  -12%, -3%
Cc1cccc(OCc2ccc(-c3nc(C#N)c(NCCN(C)C)o3)o2)c1
  8%, -5%
Cc1ccc(C)c(CN2C(=O)C3(c4ccccc42)N(c2ccc(Cl)cc2)C(=O)CS3(=O)=O)c1 (stereo not drawn)
  -11%, -7%
CC(C)NC(=O)C(=O)Nc1sc2c(c1C#N)CC(C)(C)OC2
  1%, 8%
COC(=O)c1sc(=S)n(-c2ccc(Br)cc2)c1N
  0%, 0%
C=CCOc1ccccc1NC(=O)c1cccc(C)c1
  -5%, -7%
COc1ccccc1N1CCN(C(=O)COc2ccccc2C#N)CC1
  18%, -30%
O=C(NCC(O)c1ccccc1C(F)(F)F)c1cccnc1 (stereo not drawn)
  -4%, 6%
CC(=O)N1CCCc2ccc(NS(=O)(=O)c3cccc(Cl)c3)cc21
  17%, -3%
CCN(CC)c1ccc(NC(=O)CN2CCN(c3ccccc3F)CC2)cc1
  -4%, -9%
Cc1ccc(Cl)c(OC(C)C(=O)NN)c1 (stereo not drawn)
  -2%, 4%
C=CCc1cc(/C=C(/C#N)c2nc3cc(C)c(C)cc3[nH]2)cc(OC)c1OC
  -12%, -12%
CCOc1ccc(CCNC(=O)c2cnc3sc(N4CCCCC4)nn3c2=O)cc1
  0%, -21%
CCCCC(=O)Nc1cc(-c2nc3cccnc3s2)ccc1C
  13%, 5%
Cc1ccccc1-c1nc(C#N)c(NCCCN(C)C)o1
  -6%, 1%
Oc1ccc(Cl)cc1C=NCc1ccc(F)c(Cl)c1
  -16%, 1%
Clc1cc(Cl)c(N/N=C/c2ccc(Br)cc2)c(Cl)c1
  -3%, -5%
CCCCOCCCNC(=O)CCC(=O)NCCC1=CCCCC1
  4%, -5%
COc1ccc(-c2c(C)c3ccc(O)cc3oc2=O)cc1OC
  -2%, -4%
Cc1nnc(NC(=O)CSc2nccn2-c2ccc(Cl)cc2)s1
  31%[activator], 3%
CCOc1ccc2nc(N3CCCC(C(=O)NCc4ccc(OC)cc4)C3)sc2c1 (stereo not drawn)
  -19%, 1%
C/C(=N\NC(=O)c1cccc(C)c1)c1ccc(-c2ccccc2)cc1
  4%, 10%
Cc1nc(NC2CCCC2)sc1C(=O)NCc1ccncc1
  2%, 1%
CSc1cccc(NC(=O)C2CCCN(C(=O)c3cnn(-c4ccc(F)cc4)c3-n3cccc3)C2)c1 (stereo not drawn)
  ?, -11%
COc1ccc(-c2cc(C(F)(F)F)nc(S(=O)(=O)CCC(=O)Nc3ccc(C)cc3)n2)cc1
  -9%, -5%
COc1ccc(C(=O)/C=C/c2cccc(O)c2)cc1
  -14%, -1%
CC(C)CCNC(=O)c1cccc(C#N)c1
  -1%, 0%
CN(C)C(=O)c1ccc(NC(=O)CC#N)cc1
  11%, 3%
O=S(=O)(Nc1cccc(-c2ccc(N3CCCCCC3)nn2)c1)c1ccccc1
  -28%, ?
Cc1ccc(C(=O)C(C)OC(=O)c2ccc(Cl)c(N)c2)cc1 (stereo not drawn)
  -1%, 1%
CCOC(=O)c1c(COc2ccc(C)nc2[N+](=O)[O-])nc2ccccc2c1C
  -17%, 1%

An excerpt from further up, as a working copy:
Results follow in this order: AID inhibitor, UDG counter
Cc1ccc(C(=O)C(C)OC(=O)c2ccc(Cl)c(N)c2)cc1 (stereo not drawn)
  -1%, 1%
CCOC(=O)c1c(COc2ccc(C)nc2[N+](=O)[O-])nc2ccccc2c1C
  -17%, 1%

New compounds follow.
Results follow in this order: AID inhibitor, UDG counter
CCCNC(=O)c1ccc2c(c1)S(=O)(=O)N=CN2CCC
  1%, -3%
COC(=O)c1ccc(NC(=O)CC2C(=O)N(c3ccc(Cl)cc3)C(=O)N2Cc2ccco2)cc1 (stereo not drawn)
  10%, 1%[57.5 µM]
Cc1nn(-c2ccc(F)cc2)c(-n2cccc2)c1C(=O)N1CCc2ccccc2C1
  -27%, -11%
Cc1ccc(OC(=O)c2cc(-c3ccccc3)nc3ccc(C)cc23)cc1
  5%, 0%
CCC1CCCCN1C(=O)CSc1nc2ccccc2n1CCC#N (stereo not drawn)
  -4%, 0%
Cc1[nH]c2ccccc2c1C(=O)CSc1ccc2c(c1)OCCCO2
  4%, 1%
COc1ccccc1CNC(=O)c1cc2c(s1)-c1ccccc1OC2
  -27%, -15%
COc1ccc(CNC(=O)CCCn2nc(C)c3sc4ccccc4c3c2=O)cc1OC
  -19%, 20%
Cc1cc(-c2ccc(C)c(S(=O)(=O)NCc3cccc(Br)c3)c2)on1
  -9%, -2%
Cc1cc(C)c2oc(-c3cccc(NC(=O)C(C)C)c3C)nc2c1
  -1%, 31%[activator]
O=C(/C=C/c1ccccc1)N1CCCC1
  -6%, -2%
Cn1cc(C(F)(F)F)nc1-c1ccc(OCC(O)CNCCOc2ccc(O)c(C(N)=O)c2)cc1 (stereo not drawn)
  -11%, -3%
Cc1cccc(N(CC(=O)NCCSCc2ccccc2)S(=O)(=O)c2ccccc2)c1C
  ?, -1%
CCc1ccc(Cl)c(CC)c1NC(=O)C1CC2CCC(C1)C21SCCS1 (stereo not drawn)
  -4%, -4%
CCN1CCSc2ccc(C(=O)NC(C)c3ccccc3)cc21 (stereo not drawn)
  76%[activator], 0%
CCOc1ccccc1CNCCCSc1nnnn1C
  3%, 4%
Cc1nc2sccn2c(=O)c1S(=O)(=O)Nc1ccc(N2CCN(C(=O)C(C)C)CC2)cc1
  75%[activator], -6%
CCCCN(CC)CCCNC(=O)c1c(C)oc2ncnc(N3CCOCC3)c12
  -14%, -6%
CC(C)c1ccc(NC(=O)C2Cc3ccccc3N2C(=O)c2ccccc2)cc1 (stereo not drawn)
  14%, 35%[activator]
CCOC(=O)c1noc2ncn(CC(=O)Nc3ccc(OC)c(Cl)c3)c(=O)c12
  11%, -4%
O=C(CC(c1cccs1)N1Cc2ccccc2C1=O)Nc1cccc(F)c1 (stereo not drawn)
  23%, -12%
Cc1ccc(CNC(=O)c2cc(-c3ccc(C)cc3)nc3n[nH]c(-c4ccc(F)cc4)c23)cc1
  -21%, -8%
CCCCCC1CCC(c2ccc(C(=O)CCN(C)C)cc2)CC1 (stereo not drawn)
  0%, -3%
O=C(CCCOC(=O)c1c(F)cccc1Cl)c1ccc(Br)cc1
  -5%, -6%
COc1ccc(C)cc1NCc1nnc2n1CCCCC2
  -1%, -6%
COc1cc(OC)c(OC)cc1/C=C(/C#N)c1nc2ccccc2[nH]1
  32%[activator], 0%
COc1ccc(-c2nsc3c2NC(=O)CC3c2ccc(OC)cc2)cc1 (stereo not drawn)
  -10%, -6%
CCN1C(=O)CC(C(=O)Nc2ccc(OC)cc2)SC1=Nc1ccc(C)c(C)c1 (stereo not drawn)
  4%[57.5 µM], 3%[57.5 µM]
O=c1oc2c(CN3CCCC3)c(O)ccc2cc1-c1ccccc1
  6%, -1%
COCc1cc(C)nc2sc3c(c12)NC(c1ccc(NC(C)=O)cc1)N(c1ccc(C)cc1)C3=O (stereo not drawn)
  1%, 2%
Cc1cc(OCC(=O)Nc2sc3c(c2C(=O)N2CCOCC2)CCCC3)ccc1Cl
  -10%, -7%
Cc1cc(F)ccc1S(=O)(=O)Nc1ccc2c(c1)CCCN2C(=O)c1cccs1
  -7%, 15%
COC(=O)CNC(=O)C(c1ccccc1)c1ccccc1
  -6%, 2%
Nc1ccc(C(O)c2ccccc2)cc1 (stereo not drawn)
  -3%, -4%
COc1ccc2cc(C(=O)NCc3ccc(C(=O)N4CCN(C)CC4)cc3)[nH]c2c1
  -1%, 1%
CCCSC1=NC2(CCN(C(=O)NC3CCCCC3)CC2)N=C1c1ccc(C)cc1
  -1%[57.5 µM], -10%[57.5 µM]
O=C(Nc1nn[nH]n1)c1cccc(S(=O)(=O)N2CCOCC2)c1
  -3%, -15%
CCc1nc2ccc(C(=O)N3CCN(c4ccccc4F)CC3)cc2nc1CC
  -6%, 42%[activator]
NC(N)=N/N=C/C(Br)=C/c1ccccc1
  -1%, -7%
CCCCOc1ccccc1C(=O)N(Cc1ccc(C)o1)C1CCS(=O)(=O)C1 (stereo not drawn)
  3%, -11%
O=C(NCCc1ccccc1)c1nc(-c2ccc(Cl)cc2)n2c1CCCCC2
  ?, -25%[57.5 µM]
CCOc1ccccc1C(=O)N1CCc2cc(OC)c(OC)cc2C1COc1ccc2c(C)cc(=O)oc2c1 (stereo not drawn)
  -29%, -9%
Cc1cccc(-n2ncc3c(NNC(=O)C4CCCCC4)ncnc32)c1
  -11%, -11%
O=S(=O)(NCCc1csc2nc(-c3ccccc3)nn12)c1cc(Cl)ccc1Cl
  -5%, -5%
COc1ccc(-c2nc(NCCCN3CCCCC3C)c3ccccc3n2)cc1 (stereo not drawn)
  -20%, -8%
COC(=O)c1c(NC(=O)c2nc(SC)ncc2Cl)sc2c1CCCC2
  1%, 18%
O=C(OCc1ncc(-c2ccc(Cl)cc2)o1)c1cccc(F)c1
  -17%, -2%
CCCCSc1nnc2c(n1)OC(c1ccc(Br)s1)N(C(C)=O)c1ccccc1-2 (stereo not drawn)
  -10%[57.5 µM], -3%[57.5 µM]
Cc1ccccc1CN1C(=O)c2ccccc2Sc2ccc(C(=O)O)cc21
  ?, -3%
COc1ccc(OC)c(NC(=O)Cn2c(=O)n(Cc3ccco3)c(=O)c3cc(OC)c(OC)cc32)c1
  -7%, -13%
CC(C)(C)OC(=O)N1CCC(c2c(C(=O)NCc3cccs3)cnn2-c2ccc(F)cc2F)CC1
  -7%, ?
